# From PubChem
# S1P4 antag = human S1P4 receptor antagonism; S1P4-expressing cells, antagonist mode, reporter read-out; inhibition, % at 4.98 µM; 220,000 compounds, 0.26% hits; in the data active means inhibition above about 29%;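 further: 0% = wells stimulated with agonist and 100% = vehicle wells without agonist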
# Target sequence (O95977 whole entry, looked up): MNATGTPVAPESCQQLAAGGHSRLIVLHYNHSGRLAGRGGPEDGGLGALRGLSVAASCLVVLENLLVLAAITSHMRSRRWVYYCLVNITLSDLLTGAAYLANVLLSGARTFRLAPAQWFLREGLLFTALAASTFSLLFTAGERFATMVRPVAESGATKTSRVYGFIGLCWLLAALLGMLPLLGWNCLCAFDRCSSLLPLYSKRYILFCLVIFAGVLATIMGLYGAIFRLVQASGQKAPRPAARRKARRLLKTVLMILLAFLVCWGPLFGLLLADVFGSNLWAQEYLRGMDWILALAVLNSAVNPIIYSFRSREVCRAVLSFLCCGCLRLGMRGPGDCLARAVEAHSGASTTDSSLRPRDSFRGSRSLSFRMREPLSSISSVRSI
# NPY Y1 blocker = blocks the human neuropeptide Y Y1 receptor; P25929; HEK293-CNG Y1 cells, membrane potential fluorescence; NPY at EC95, then isoproterenol; inhibition, % at 3.6 µM; 200,000 compounds, 1% hits;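 active means inhibition above the campaign mean inhibition of all tested compounds plus 3 SD, cut at about 20% in these data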;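 further: 0% = DMSO wells given NPY plus isoproterenol and 100% = isoproterenol alone without NPY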
#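 Material: HEK293 cells with Y1 receptor plus CNG channel; times: compound incubation 1 h at room temperature, readout 45 min post-stimulation; signal: fluorescence, membrane potential probe; read-out basis: fluorescence ratio normalized to % inhibition between controls; benchmarks: full-block control isoproterenol-only wells, zero-block control NPY plus isoproterenol wells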
# S1P4 agonist = agonists of human S1P4 receptor | O95977 | 220,000 compounds, 0.35% hits | activation, % at 4.98 µM | S1P4-expressing cell line, agonist reporter assay | AID 1509; in the data active means activation above about 11%;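 further: 0% = DMSO vehicle and 100% = reference agonist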
# Ba/F3 V617F tox = reduce viability of Ba/F3 cells dependent on JAK2V617F; Ba/F3 EpoR-JAK2V617F viability, ATP luminescence; 220,000 compounds, 1.1% hits; inhibition, % at 5.6 µM; AID 1446;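 active means inhibition above the campaign mean plus 3 SD over all tested compounds, cut at about 24% in these data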;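 further: cytokine-independent growth of Ba/F3 cells driven by EpoR plus mutant JAK2; 0% = DMSO-treated cells and 100% = JAK inhibitor I control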
# BaF3 tox = counter-screen for JAK2V617F inhibitors: parental Ba/F3 viability inhibitors; CellTiter-Glo ATP luminescence; inhibition, % at 5.6 µM; 220,000 compounds, 1.1% hits; AID 1486;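 active means inhibition above a per-campaign cutoff, the mean inhibition of all tested compounds plus 3 SD, cut at about 27% in these data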;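 further: 0% = DMSO wells and 100% = JAK Inhibitor I control wells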
# NPY1 pot ag = potentiators or agonists of human neuropeptide Y receptor Y1 | 220,000 compounds, 0.37% hits | NPY-Y1 expressing cells, potentiator/agonist activation | AID 1304 | activation, % at 3.6 µM; in the data active means activation above about 33%, passing the limit was not always enough;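 further: cells stimulated with NPY at EC10 then isoproterenol at EC100; 0% = low agonist plus stimulus and 100% = saturating agonist plus stimulus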
# Runt-CBFb FRET = Runt domain-CBFb interaction inhibition; Cerulean-Runt/Venus-CBFb FRET ratio 530/480, 1 h; inhibition, % at 20 µM; 220,000 compounds, 0.46% hits; AID 1496;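 active means inhibition over about 50% at 20 µM in the single-dose screen, limit read from the data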;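 further: 0% = DMSO wells and 100% = excess unlabeled CBFb competitor control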
#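 Assay system: Cerulean-tagged RUNX1 Runt domain (FRET donor) fusion protein / Amount: 100 nM each of Venus-CBFb and Cerulean-Runt domain / Medium: Tris buffer pH 7.5 with salts and BSA / Also added: Venus-CBFb 100 nM / Schedule: 1 h complex formation plus 1 h compound treatment, room temperature / Signal: FRET fluorescence / Read-out: loss of energy transfer signal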
# RBBP9 inh = human RBBP9 hydrolase inhibition. O75884. recombinant RBBP9, FP-Rh probe fluorescence polarization. inhibition, % at 7.94 µM. 220,000 compounds, 0.2% hits;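 active means inhibition above the campaign mean of all tested compounds plus 3 SD, cut at about 14% in these data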;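 further: plate controls were DMSO wells with RBBP9 for no effect and wells lacking RBBP9 protein for full effect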
# Target sequence (O75884 whole entry, looked up): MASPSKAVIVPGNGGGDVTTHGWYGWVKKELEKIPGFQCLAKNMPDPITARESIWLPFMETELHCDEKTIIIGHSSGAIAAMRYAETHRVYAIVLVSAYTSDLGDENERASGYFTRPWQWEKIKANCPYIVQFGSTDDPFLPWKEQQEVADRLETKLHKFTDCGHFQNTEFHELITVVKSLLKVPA
#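 Measured by – fluorescence polarization · Test system – RBBP9 protein · Input – 2.5 µM RBBP9 dispensing solution, before mixing · Measure – percent inhibition from mP, scaled between DMSO and no-protein wells · Benchmarks – DMSO-treated enzyme wells and wells lacking RBBP9 · Times – preincubation 30 min plus labeling 45 min at 25 °C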
# NPY-Y2 PAM-ag = human NPY-Y2 potentiation or agonism, primary screen; 220,000 compounds, 0.45% hits; activation, % at 3.6 µM; P49146; AID 1359; cells expressing NPY-Y2, potentiator/agonist read-out; in the data active means activation above about 27%;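 further: cells stimulated with NPY near EC25 plus isoproterenol at EC100; 0% = vehicle plus submaximal agonist and 100% = vehicle plus saturating agonist; some results beyond the cut were filed as inactive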
# Target sequence (P49146 whole entry, looked up): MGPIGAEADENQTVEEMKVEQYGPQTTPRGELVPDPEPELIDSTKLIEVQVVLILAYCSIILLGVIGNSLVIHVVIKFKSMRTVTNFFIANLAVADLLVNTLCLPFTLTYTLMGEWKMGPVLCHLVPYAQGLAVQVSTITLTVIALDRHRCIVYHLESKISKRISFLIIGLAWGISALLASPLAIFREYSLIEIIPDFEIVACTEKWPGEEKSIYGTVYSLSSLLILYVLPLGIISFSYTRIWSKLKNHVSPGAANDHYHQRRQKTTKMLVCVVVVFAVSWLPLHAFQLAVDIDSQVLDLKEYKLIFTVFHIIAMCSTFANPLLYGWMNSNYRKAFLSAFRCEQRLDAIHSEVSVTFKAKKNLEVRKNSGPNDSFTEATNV
# The depositor's hits bear a star; nt = no result given.
SMILES,S1P4 antag,NPY Y1 blocker,S1P4 agonist,Ba/F3 V617F tox,BaF3 tox,NPY1 pot ag,Runt-CBFb FRET,RBBP9 inh,NPY-Y2 PAM-ag
Cc1nn(C)c(C)c1S(=O)(=O)N1CCCC(C(=O)NCCc2ccc(Cl)cc2)C1 (configuration not stated),9,14,1.3,-1,3,-8,2,-2,-4
CCCOc1ccc(Oc2cc(C)nc(SC)n2)nn1,-6,3,-0.2,-2,0,8,-2,-6,12
CCOC(=O)C1C(=O)NCC1c1ccccc1 (configuration not stated),8,-1,-2.6,0,4,-7,3,-4,13
CCc1noc(C)c1C(=O)NCCc1ccc(OC)c(OC)c1,-6,-1,0.0,-3,2,14,0,-6,3
COc1cc2nc(SCC(N)=O)n(CCC3=CCCCC3)c(=O)c2cc1OC,-18,1,0.1,-1,11,11,0,-6,-1
Cc1ccc(-c2nnc(SCCC(=O)N3CCOCC3)o2)cc1,-24,2,1.6,0,8,10,0,3,-10
CCOc1ccc(NC(=O)C[n+]2ccc(N(C)C)cc2)cc1,-13,-1,0.0,-1,10,-9,1,-6,-2
O=C(CSc1ncn(-c2ccccc2)n1)N1CCc2ccccc21,-3,13,0.1,-6,2,-5,0,0,-4
CC(C)OCCCNC(=O)C1CCC(CNS(=O)(=O)c2ccc(Cl)cc2)CC1 (configuration not stated),-2,-3,0.1,-4,0,-1,-2,6,7
COc1ccc(N=Cc2ccc(CNS(=O)(=O)c3ccc(Cl)cc3)o2)cc1,-5,-13,-3.4,-4,-1,7,-2,-8,18
CC(C)(C)NC(=O)C(c1ccccn1)N(C(=O)C1CSC(=O)C1)c1ccc(F)cc1 (configuration not stated),-14,4,-0.3,-4,-1,-17,nt,-5,9
CCN(C(=O)c1cn(C)c(=O)c2cc(OC)c(OC)cc12)c1cc(C)ccc1C,-8,1,0.9,2,3,-4,-2,-5,9
O=C(/C=C/c1ccc2c(c1)OCO2)N1CCN(c2n[nH]c(=O)[nH]c2=O)CC1,6,nt,0.8,-5,0,8,3,-3,1
CC(C)(C)C(=O)CSc1ncnc2sc3c(c12)CCC3,-4,6,-0.5,-1,3,-12,-1,7,2
COc1cccc(/C=N/NC(N)=S)c1OCc1ccccc1Cl,2,10,0.8,3,0,8,0,-2,-7

# Seven compounds from above, ordered by the value under NPY1 pot ag, high to low:
SMILES | S1P4 antag | S1P4 agonist | NPY1 pot ag | Runt-CBFb FRET | RBBP9 inh | NPY-Y2 PAM-ag
CCc1noc(C)c1C(=O)NCCc1ccc(OC)c(OC)c1 | -6 | 0.0 | 14 | 0 | -6 | 3
COc1cc2nc(SCC(N)=O)n(CCC3=CCCCC3)c(=O)c2cc1OC | -18 | 0.1 | 11 | 0 | -6 | -1
CCCOc1ccc(Oc2cc(C)nc(SC)n2)nn1 | -6 | -0.2 | 8 | -2 | -6 | 12
CC(C)OCCCNC(=O)C1CCC(CNS(=O)(=O)c2ccc(Cl)cc2)CC1 (configuration not stated) | -2 | 0.1 | -1 | -2 | 6 | 7
O=C(CSc1ncn(-c2ccccc2)n1)N1CCc2ccccc21 | -3 | 0.1 | -5 | 0 | 0 | -4
CCOC(=O)C1C(=O)NCC1c1ccccc1 (configuration not stated) | 8 | -2.6 | -7 | 3 | -4 | 13
CC(C)(C)C(=O)CSc1ncnc2sc3c(c12)CCC3 | -4 | -0.5 | -12 | -1 | 7 | 2

# The list continues:
SMILES,S1P4 antag,NPY Y1 blocker,S1P4 agonist,Ba/F3 V617F tox,BaF3 tox,NPY1 pot ag,Runt-CBFb FRET,RBBP9 inh,NPY-Y2 PAM-ag
CCOC(=O)/C(C(N)=NCc1ccco1)=C(/O)c1ccccc1,0,8,7.0,1,4,-34,0,-8,-29
Cc1ccc(C(=O)Nc2nc(=O)n(C)s2)cc1,-5,2,0.4,3,8,11,-2,-6,3
Cc1cccn2c(CNCC(C)Oc3cccnc3)c(C(=O)N3CCOCC3)nc12 (configuration not stated),4,nt,1.9,4,-3,-5,3,0,-5
O=C(/C=C/Nc1ccc(F)c(F)c1)c1ccc(Br)cc1,-20,7,1.0,4,4,-23,-10,-9,-8
CCNC(=S)N1CCC(c2nc3ccccc3s2)CC1,-8,-7,-0.3,0,5,16,4,-7,-13
COc1ccccc1C(=O)C1CCCN(C(=O)CCC(=O)c2ccccc2)C1 (configuration not stated),5,-3,-0.6,2,0,-9,1,-10,-23
O=C(CCN1C(=O)C2C3C=CC(C3)C2C1=O)N1CCN(c2ccccc2F)CC1 (configuration not stated),-5,-2,0.5,-1,5,23,0,-2,3
Cc1c(Oc2ccc(C(F)(F)F)cc2[N+](=O)[O-])ccc2c3c(c(=O)oc12)CCC3,-11,-4,0.2,-3,1,5,19,-8,4
O=C(NCc1ccco1)c1ccc(COc2ccc(Cl)cc2)cc1,7,0,-0.3,3,7,-38,-6,-18,-8
CSc1nc2ccc(NC(=O)c3nn(C(C)C)c(=O)c4ccccc34)cc2s1,-14,-2,-0.1,0,7,24,3,-5,7
CNC(=O)c1c(O)c2cccc3c2n(c1=O)CC3,17,2,0.6,4,3,-6,nt,1,3
CCCNC(=O)C1CCN(S(=O)(=O)c2ccc3nc4c(c(C(=O)O)c3c2)CCCCC4)CC1,-20,-2,2.9,-2,5,-6,2,-10,-5
CC1(c2ccccc2Cl)NC(=O)N(CC(=O)Nc2ccc3c(c2)OCO3)C1=O (configuration not stated),5,0,-1.1,-3,3,9,-2,-6,-13
CCOC(=O)c1c(C)[nH]c(C)c1C(=O)COC(=O)[C@@H](NC(=O)c1ccccc1OCC)C(C)C,-5,7,1.3,6,6,-3,2,-1,-10
C=CCNC(=O)c1ccccc1S(=O)c1ccccc1C#N (configuration not stated),-13,-6,-0.9,-6,0,-2,0,2,4

# The last 2 records of the part above come first, to join the parts:
SMILES,S1P4 antag,NPY Y1 blocker,S1P4 agonist,Ba/F3 V617F tox,BaF3 tox,NPY1 pot ag,Runt-CBFb FRET,RBBP9 inh,NPY-Y2 PAM-ag
CCOC(=O)c1c(C)[nH]c(C)c1C(=O)COC(=O)[C@@H](NC(=O)c1ccccc1OCC)C(C)C,-5,7,1.3,6,6,-3,2,-1,-10
C=CCNC(=O)c1ccccc1S(=O)c1ccccc1C#N (configuration not stated),-13,-6,-0.9,-6,0,-2,0,2,4
COc1ccc(-n2c(/C=C3\C(=O)N(C)c4ccccc43)nc3ccccc3c2=O)cc1,11,nt,-0.5,5,-8,1,0,-5,5
Cn1nnnc1SCc1cn2cccnc2n1,6,3,-0.2,1,4,-7,1,-2,9
c1coc(CNc2c3c(nc4ncnn24)CCC3)c1,-9,7,1.3,-1,-2,11,-1,-9,0
CC1=C(C)CS(=O)N(S(=O)(=O)c2ccc(Cl)cc2)C1 (configuration not stated),18,0,1.6,4,5,-23,19,-3,0
Cc1ncsc1CCOC(=O)c1ccc([N+](=O)[O-])cc1,-11,5,2.0,1,3,-26,0,2,-7
c1coc(-c2ccnc3nc(-n4cccc4)nn23)c1,-12,1,1.0,0,1,10,0,1,0
CCC(=O)c1ccc(OCC(O)CN(CCc2ccccc2)Cc2ccccc2)cc1 (configuration not stated),-13,8,0.6,5,5,-21,-7,0,-28
CCCCCC[N+](C)(C)CCSSCC[N+](C)(C)CCCCCC,2,nt,0.3,-5,4,36,7,0,23
CC(C)(C)c1ccc(CN(Cc2ccco2)Cc2nnnn2C2CCCC2)cc1,3,15,-2.8,-2,0,-29,-5,-3,-14
CCOC(=O)c1c(C)[nH]c(C)c1C(=O)CSc1nc2ccccc2c(=O)n1-c1ccc(F)cc1,-34,3,1.6,-2,2,0,-1,-12,13
O=C(Cn1c(C(F)(F)F)nc2ccccc21)c1ccc(Cl)cc1,-19,4,-0.8,4,2,-5,-2,3,-12
Nc1cc(C(F)(F)F)ccc1N1CCOCC1,-4,1,0.6,5,6,-8,0,3,-3
CCC(C)c1ccccc1NC(=O)COC(=O)c1ccc(C)c(NC(=O)c2ccco2)c1 (configuration not stated),-12,-5,1.2,-5,0,-14,-1,-3,-4
Nc1ccccc1S(=O)(=O)C(F)F,-2,nt,1.6,0,-1,-13,0,-4,-15
COC(=O)NC1CSCC1OC(=O)CCN1C(=O)c2ccccc2C1=O (configuration not stated),-26,2,1.5,0,4,1,1,-4,1
CC(C)CNC(=O)c1ccc(C2SCC(=O)N2Cc2ccccc2)cc1 (configuration not stated),-4,-4,-1.0,0,4,5,0,-10,-1
COc1ccc(OC)c(NC(=O)c2cc(-c3ccc(C)cc3O)n[nH]2)c1,10,0,1.2,0,4,-13,2,-6,-8
C=C(C)COc1ccc(-c2nc(N)nc(C)c2-c2ccc(OC)cc2)c(O)c1,5,-2,-0.7,2,5,-58,-3,-9,-5
O=C(C1CCCO1)N1N=C(c2ccc(Br)cc2)CC1c1ccco1 (configuration not stated),-19,4,0.3,2,9,-9,8,0,-5
O=C(Cc1cccs1)N1CCCC(c2nc3c(nnn3Cc3cccc(Cl)c3)c(=O)[nH]2)C1 (configuration not stated),-2,1,1.3,1,3,-5,-6,-3,11
COc1ccc(Cc2nnc(SCc3nc4ccccc4c(=O)[nH]3)n2C)cc1,-12,-8,4.3,-5,-3,7,0,0,5
CC(=O)Nc1nc(C(F)(F)F)cs1,-6,0,-0.8,3,8,0,0,0,6
Cc1c(C(=O)OCC(=O)NCCN2C(=O)CSC2=O)oc2c1ccc1ccccc12,-18,6,0.0,1,4,-27,-5,4,4
N#Cc1c(NC(=S)NC(=O)c2ccccc2)sc2c1CCCC2,-1,-5,-0.3,-3,1,-10,49,-5,8
CC(C)C(C)(C#N)NC(=O)CSc1nnc(-c2ccncc2)n1Cc1ccccc1 (configuration not stated),10,9,-1.3,4,8,-5,56*,-3,-1
CS(=O)(=O)N(C(=O)NC(=O)NC1CCS(=O)(=O)C1)C1CCCCC1 (configuration not stated),-8,3,0.0,1,5,-12,1,-1,1
O=C(COC(=O)c1ccco1)NCc1ccc2c(c1)OCO2,5,nt,0.3,-1,-2,-12,0,2,1
